Compound activity deposited in PubChem by National Center for Advancing Translational Sciences (NCATS).
KB-3-1 tox = kills parental KB-3-1 adenocarcinoma cells; KB-3-1 viability, CellTiter-Glo ATP luminescence, 72 h; Potency, µM (series often up to 46.1 µM), inactives show top-dose activity change, negative = cytotoxic, hits mostly cytotoxic; 400,000 tested, 1.4% active; note: potency is the fitted concentration of half-maximal effect; % is set by controls: 0 for no effect and ±100 for the full control effect; nearly all actives have a fitted effect of over 60% in size
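KB-3-1 parental drug-naive adenocarcinoma cells in DMEM/10% FBS, incubated 72 h at 37 C with pin-transferred compounds across a concentration series. Viability by CellTiter-Glo luminescence; concentration-response curves fitted after normalization.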
SW480 rereplic = DNA re-replication induction in SW480 cells; SW480 DNA re-replication, Hoechst DNA content imaging, 48 h; Potency, µM (highest dose often 46.1 µM), for inactives: at the highest dose re-replication activation, actives largely listed as activators; 340,000 tested, 1.8% active; note: potency is the fitted concentration of half-maximal effect; % of control where 0% means no effect; nearly all actives have a fitted effect of over 55% in size
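Compounds, transferred as 23 nL by pin tool, were incubated with cells for 48 hr; DNA content per nucleus was then quantified by Hoechst staining and fluorescence plate imaging.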
ATXN2 expr inh = inhibitors of ATXN2 expression; AID 1745845; 360,000 tested, 0.72% active; Potency, µM (top dose mostly 57 µM), for inactives: at the top dose activity change, negative = inhibition, usual class: inhibitors; HEK-293 ATXN2-luciferase reporter, luminescence, 24 h; note: potency is the fitted concentration of half-maximal effect; % is set by controls: 0 for no effect and ±100 for the full control effect; nearly all actives have a fitted effect of over 55% in size
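ATXN2-luciferase reporter cells (luciferase flanked by upstream and downstream ATXN2 gene portions) were treated 24 h at 37 °C with compounds at up to 57 uM. SteadyGlo luminescence gave expression; GF-AFC fluorescence gave viability.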
IL1B secr inh = blocks inflammasome-driven IL-1 beta release | THP-1 LPS/ATP IL-1B secretion, AlphaLISA, 16 h; hits give low values | activity change, % at 57.5 µM | 360,000 tested, 4.7% active; in the data active = activity change below about -50%; inconclusive = mostly about -30% to -49%; note: % is set by controls: 0 for no effect and ±100 for the full control effect
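THP-1 cells pretreated 1 hr with compounds (up to 57.5 uM final), then stimulated with LPS (250 ng/mL final) plus ATP (1.25 mM final); secreted IL-1B measured by AlphaLISA after 16 hr, decreased signal indicating inhibition.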
HT1080 IDH1KD tx = toxicity to HT-1080 IDH1 knockdown cells (counter line); HT-1080 IDH1 knockdown viability, ATP luminescence, 48 h; 360,000 tested, 2% active; Potency, µM (top dose mostly 46.1 µM), without a hit: at the top dose activity, negative = toxicity, actives largely listed as cytotoxic;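 note: potency is the fitted concentration of half-maximal effect; 0% = DMSO wells and -100% = cell-free medium wells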
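% activity derives from luminescence (CellTiter-Glo), normalised to DMSO and no-cell wells. HT-1080-IDH1KD cells, 750/well, had 48 h compound exposure at 37 °C.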
MCF10A rereplic = induces DNA re-replication in MCF 10a normal breast cells | MCF 10A DNA re-replication, Hoechst nuclear intensity, 48 h | Potency, µM (top dose mostly 46.1 µM), without a hit: at the top dose activity, positive = re-replication, actives largely listed as activators | 350,000 tested, 2.9% active | AID 624296; note: potency is the fitted concentration of half-maximal effect; % of control where 0% means no effect; nearly all actives have a fitted effect of over 50% in size
KB-V1 MDR tox = kills drug-selected multidrug resistant KB-V1 cells. 400,000 tested, 3.4% active. AID 1347076. KB-V1 MDR cells viability, CellTiter-Glo, 72 h. Potency, µM (top dose mostly 46.1 µM), inactives show at the highest dose activity change, negative = cytotoxicity, most hits filed as cytotoxic; note: potency is the fitted concentration of half-maximal effect; % is set by controls: 0 for no effect and ±100 for the full control effect; nearly all actives have a fitted effect of over 60% in size
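Cells of the MDR subline KB-V1 are plated, dosed with compound at multiple concentrations, and incubated 72 h at 37 degrees C; CellTiter-Glo is then added and luminescence read after 10 min.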
HT1080-NT tox = kills 2HG-producing HT-1080-NT fibrosarcoma cells. Potency, µM (doses to about 46.1 µM), without a hit: at the highest dose activity, negative = less viability, usual class: cytotoxic. HT-1080-NT fibrosarcoma viability, CellTiter-Glo ATP luminescence, 48 h. 360,000 tested, 1.6% active;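 note: NT is the 2HG producing partner of a matched IDH1 knockdown line; potency is the fitted concentration of half-maximal effect; 0% = DMSO-treated cells and -100% = media-only wells without cells; nearly all actives have a fitted effect of over 55% in size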
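Viability of the 2HG-overproducing fibrosarcoma line after 48 hours of compound exposure at 37 degrees C was determined by luminescence with CellTiter-Glo, and concentration-effect curves were then fitted and categorized.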
S2 tox = cell viability loss in ATXN counter-screen. S2 cells (HEK-293 line with an ATXN2-luciferase reporter) viability, CellTiter-Fluor protease fluorescence, 24 h. Potency, µM (highest dose often 56.7 µM), hits mostly cytotoxic. 400,000 tested, 0.49% active. AID 651635; note: potency is the fitted concentration of half-maximal effect; nearly all actives have a fitted effect of over 40% in size
* hit, by the source's call; i = inactive; ? = inconclusive; . = not tested or not shown; & = joins results of further samples; [ ] = dose if it differs, or a comment. Unless noted, calls come from the whole dose curve; as a rule, active = well fitted curve in the direction sought with a large enough effect; inconclusive = small, poorly fitted or top-dose-only effect, or another doubt; inactive = no such curve, though single readings can be large; an effect the other way counts as inactive or inconclusive.

SMILES	KB-3-1 tox	SW480 rereplic	ATXN2 expr inh	IL1B secr inh	HT1080 IDH1KD tx	MCF10A rereplic	KB-V1 MDR tox	HT1080-NT tox	S2 tox
COc1ccc(Cn2nnnc2C(c2cc3cc(C)ccc3[nH]c2=O)N2CCN(C)CC2)cc1 (centres undefined)	8%	0%	-3%	?	-7%	-4%	-11%	-3%	i
CCn1nc(NC(=O)C2CCCO2)c2cc3cccc(C)c3nc21 (centres undefined)	9%	18µM*	5%	.	5%	?	-5%	10%	.
Cc1cnc(NC(=O)CC(C)c2ccccc2)s1 (centres undefined)	21µM*	5.8µM*	-4%	36	?	10µM*	?	?	i
Cc1cc(C)c2oc(C(=O)NCCc3ccc(S(N)(=O)=O)cc3)cc(=O)c2c1	1%&-8%	27%	-20%&2%	-10	-12%	0%	?	-10%	i
O=S(=O)(Nc1cccc(-c2ccc(N3CCOCC3)nn2)c1)c1ccc(Cl)c(Cl)c1	-4%	2%	22%	-9	-18%	?	?	-13%	i
COc1ccccc1NC(=O)C1CC(C)OC1=O (centres undefined)	0%	-7%	13%	-8	3%	2%	19%	18%	i
CCN(CC)C(=O)[C@H]1CC(CC(=O)NC/C=C(\C)CCC=C(C)C)C(=O)N2CCc3c([nH]c4ccccc34)[C@]12C (some centres undefined)	0%	-4%	?	?	2%	5%	0%	6%	?
CCOc1ccccc1C=NN1CCCCCC1	?	1%	3%	8	1%	8%	8%	5%	i
O=C(CSc1nc(-c2ccco2)nc2cc(=O)[nH]n12)Nc1ccccc1F	15%	.	12%	.	.	.	7%	.	i
O=C(NCCOc1cccnc1)C1CCC(=O)N(Cc2ccccc2F)C1 (centres undefined)	4%	?	7%	3	12%	-1%	8%	?	i
CCOc1ccc(NC(=O)N(Cc2ccc(C)cc2)Cc2ccccn2)cc1	2%	-16%	.	-16	7%	17%	10%	6%	i
Cc1[nH]c2ccccc2c1C(=O)COC(=O)C1CCC1	3%	0%	15%	4	-3%	3%	0%	6%	i
CC(C)(C)NC(=O)COC(=O)c1cc(Cl)ccc1[N+](=O)[O-]	9%	-6%	-5%	-9	?	-2%	27%	16%	?
Nc1c(C(=O)C2CC2)sc2nc(-c3ccccc3)cc(C(F)(F)F)c12	1%	?	1%	7	-6%	?	4%	-4%	.
O=C(CO/N=C/c1ccccc1Cl)N1CCCc2ccccc21	6%	.	1%	0	1%	?	?	3%	i
O=C(COC(=O)c1ccc(S(=O)(=O)N2CCOCC2)cc1)NCc1ccccc1	10%	3%	7%	31	13%	-1%	2%	16%	i
CCNC(=O)C1CCCN(Cc2cc(C(F)(F)F)ccc2Cl)CC1 (centres undefined)	0%	.	-4%	26	22%	.	1%	26%	i
COc1cccc(C(=O)COC(=O)CCC(=O)NC2CCCCC2)c1	9%	-9%	.	12	6%	-3%	?	13%	i
O=C(c1cccs1)c1cn(CC(=O)N2CCc3ccccc3C2)c2ccccc12	-20%	21%	4%	-9	?	?	-3%	-17%	i
CCOC(=O)c1cc(-c2ccccc2)sc1NC(=O)CCN1C(=O)c2ccccc2C1=O	-3%	-3%	-6%	3	22%	7%	1%	20%	i

SMILES	KB-3-1 tox	SW480 rereplic	ATXN2 expr inh	IL1B secr inh	HT1080 IDH1KD tx	MCF10A rereplic	KB-V1 MDR tox	HT1080-NT tox	S2 tox
COCCn1c(SC(C)C(=O)NCC2CCCO2)nc2sc3c(c2c1=O)CCC3 (centres undefined)	18%	-3%	1%	-12	4%	1%	-29%	5%	?
CCCNC(=O)c1cc(C2CCCCN2C(=O)c2ccc(C#N)cc2)on1 (centres undefined)	0%	.	9%	-10	4%	.	1%	15%	i
COC(=O)CSc1nc(N2CCOCC2)c2c(c1C#N)CC(C)(C)OC2	14%	-4%	-2%	17	14%	15%	-25%	7%	i
Cc1ccsc1/C=C1\Oc2cc(O)ccc2C1=O	2%	.	.	15	23%	.	3%	12%	.
N=C1C(c2nc3ccccc3s2)=C(O)CN1C1CCC(O)CC1 (centres undefined)	0%	-5%	11%	0	15%	-2%	24%	7%	i
Cc1ccc(C)n1-c1ccc(C(=O)NN)s1	2%	-2%	-12%	?	-23%	21%	-4%	-6%	i
Cc1cccc(C)c1NC(=O)CSc1ncnc2nc[nH]c12	19%	3%	-3%	24	-1%	7%	-7%	-3%	i
CCCCN(c1ccccc1)S(=O)(=O)c1cccc(C(=O)O)c1	6%	0%	-2%	25	0%	9%	0%	-4%	i
CN(C)c1ccc(CNC(=O)c2ccc3c(c2)N(C)C(=O)C2CCCCN32)cc1 (centres undefined)	-25%	.	25%	.	.	.	-21%	.	i
O=C(Nc1ccc(F)cc1F)c1csc(-c2ccncc2)n1	4%	?	8%	29	0%	2%	6%	-7%	i
CN1OC[C@@H]2CN(Cc3ccccc3)[C@H](c3ccc(N4CCCCC4)cc3)C[C@@H]21	-1%	.	13%	-28	-18%	.	9%	-2%	i
COc1ccc(N(C(=O)Cn2nnc(-c3ccc(F)cc3)n2)C(C)C(=O)NC2CCCC2)cc1 (centres undefined)	0%	?	-9%	-21	-7%	17%	2%	-8%	i
CCCc1cc(=O)[nH]c(SCC(=O)Nc2sccc2C#N)n1	8%	-7%	11%	12	0%	1%	0%	3%	i
COc1ccc(/C=N/NC(=O)c2cc[n+]([O-])cc2)cc1OC	2%	-16%	0%	0	-1%	0%	12%	7%	?
Cc1cccc(NC(=O)CCC(=O)Nc2nnc(C(F)(F)F)s2)c1	2%	-4%	-12%	20	12%	2%	?	?	i
Cc1ccc(-c2cc(C(F)F)nc(N3CCC(C)CC3)n2)cc1	-5%	15%	3%	29	6%	?	-6%	9%	i
CCCCCCN(C(=O)CCCCCN1C(=O)NC(c2ccc([N+](=O)[O-])cc2)C(C(=O)OCc2ccccc2)=C1C)C(C(=O)NCCCC)C1CCCCC1 (centres undefined)	0%	-6%	2%	15	0%	8%	0%	2%	?
COCCN(C(=O)c1ccc(C#N)cc1)c1c(N)n(Cc2ccccc2)c(=O)[nH]c1=O	2%	-2%	.	27	6%	4%	?	8%	i
Cc1cc(C)n(C(=O)CSc2ccc(Cl)cc2)n1	8%	-10%	.	2	11%	2%	4%	13%	.
O=C(COC(=O)c1ccc(Cl)nc1)Nc1ccc(N2CCOCC2)cc1	-8%	-67%[inhibitor]	-8%	-14	3%	-4%	-2%	-4%	i

SMILES	KB-3-1 tox	SW480 rereplic	ATXN2 expr inh	IL1B secr inh	HT1080 IDH1KD tx	MCF10A rereplic	KB-V1 MDR tox	HT1080-NT tox	S2 tox
COc1cccc(/C=C(/C#N)c2ccc(F)cc2)c1OCc1cccc(C(=O)O)c1	-4%	-16%	10%	6	12%	19%	-24%	3%	?
CC(OC(=O)c1ccncc1)C(=O)Nc1cccc([N+](=O)[O-])c1 (centres undefined)	7%	1%	-22%	5	22%	-4%	1%	20%	i
COc1cc(C(CC(=O)Nc2ccc(C)cn2)N2Cc3ccccc3C2=O)cc(OC)c1OC (centres undefined)	3%	-4%	-17%	24	16%	1%	-8%	?	i
Cc1oc(-c2cc3c(cc2Cl)OCO3)nc1CN1CCCC(C(=O)N2CCOCC2)C1 (centres undefined)	1%	4%	-8%	9	1%	1%	-2%	11%	?
CC12CCC3c4ccc(O)cc4CCC3C1CC(=NO)C2O (centres undefined)	8%	-3%	16%	29	-6%	3%	5%	0%	i
CN(C(=O)CSc1nnc(-c2ccco2)n1N)C1CCCCC1	6%	?	-8%	12	27%	0%	3%	24%	i
O=C(O)c1cnc(-c2ccccc2)nc1Oc1ccc(Cl)cc1	19%	-3%	-17%	?	15%	13%	0%	3%	i
Cc1cccc(CCNC(=O)c2cccc3c2C(=O)N(C2CCCCC2)C3)c1	18%	6%	-15%	-66*	-24%	?	8%	?	i
Cc1ccccc1C(=O)NNC(=S)NC(=O)c1ccc(Cl)cc1Cl	-28%	?	-9%	26	0%	5%	?	?	i
COc1ccc(-c2csc(NC(=O)CN3C(=O)NC4(CCCC4)C3=O)n2)cc1OC	18%	2%	9%	-62*	0%	-2%	-2%	7%	i
Cc1cnc(CN(C)Cc2c(C(=O)N3CCc4ccccc4C3)nc3ccc(Cl)cn23)[nH]1	0%	-1%	-13%[11.3 µM]	37	-9%	7%	-4%	-12%	i
O=C(Nc1ccccc1)c1cccc(N2C(=O)C3C4C=CC(C5CC45)C3C2=O)c1 (centres undefined)	-5%	-1%	-21%	-55*	-1%	-29%	-7%	-21%	?
C[C@@H]1CN([C@H](C)CO)C(=O)Cc2cc(NC(=O)CCC(F)(F)F)ccc2O[C@@H]1CN(C)C(=O)Nc1ccccc1	-1%	3%[9.22 µM]	1%	12	9%	-10%	?	4%	i
O=C(NNC(=O)c1ccccc1F)c1ccc2[nH]c(=O)c(=O)[nH]c2c1	2%	-15%	-1%	0	11%	-23%	0%	-3%	i
CCC1CCCCN1C(=O)c1cc2c(=O)n3cccc(C)c3nc2s1 (centres undefined)	-5%	13%	32%[activator]	-10	-4%	?	-9%	15%	i
Cc1ccc2nc(N(CCCN(C)C)C(=O)c3cc(-c4cccs4)nc4ccccc34)sc2c1	?	7%	?	?	?	?	?	?	32µM*
COc1ccc(NC(=O)C(=O)NCCc2csc3nc(-c4ccccc4C)nn23)cc1	7%	.	4%	.	.	.	-3%	.	?

Complete entries, looked up by structure. Values in the order: KB-3-1 tox, SW480 rereplic, ATXN2 expr inh, IL1B secr inh, HT1080 IDH1KD tx, MCF10A rereplic, KB-V1 MDR tox, HT1080-NT tox, S2 tox
`O=C(Nc1ccccc1)c1cccc(N2C(=O)C3C4C=CC(C5CC45)C3C2=O)c1` (centres undefined) in the list: -5%, -1%, -21%, -55*, -1%, -29%, -7%, -21%, ?
`COc1cc(C(CC(=O)Nc2ccc(C)cn2)N2Cc3ccccc3C2=O)cc(OC)c1OC` (centres undefined) in the list: 3%, -4%, -17%, 24, 16%, 1%, -8%, ?, i

This is a random part of the collection (roughly 11% active in at least one column).
